Efflux pump mplx: antifungal efflux pump inhibition, Nile Red retention | S. cerevisiae Candida pump triplex | AID 485275 | 0.44% of 330,000 active | inhibition, % at 10 µM;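 active = plate passing quality check with inhibition over a set limit, or well fluorescence over plate mean plus 4 SD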;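 note: Nile Red retained in pooled yeast measured as flow cytometry median fluorescence; 0% = buffer negative control and 100% = Enniatin B positive control; higher means more Nile Red kept so more efflux inhibition; some compounds called inactive have numbers as strong as hits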
TPT1 inhibitor: inhibitors of Candida albicans tRNA 2'-phosphotransferase TPT1 | inhibition, % at 5 µM | 0.81% of 300,000 active | recombinant caTPT1, FP RNA substrate dephosphorylation;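 active = inhibition above the mean of all tested compounds plus 3 SD, set per screening campaign, cut at about 24% in these data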;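 note: plate controls were DMSO alone for no effect and ferristatin control at 100 nM for full effect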
core dimer inh: HCV core protein dimerization inhibition | TR-FRET GST/Flag-core106 dimerization, 1536-well | inhibition, % at 5 µM | 0.33% of 300,000 active;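 active = inhibition above the mean of all tested compounds plus 3 SD, set per screening campaign, cut at about 45% in these data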
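System – GST-tagged and Flag-tagged HCV core protein residues 1-106 · Repeats – one well for each compound · Technique – TR-FRET 671 and 617 nm emission · Doses – one concentration, 5 µM, in 0.5% DMSO · Times – 4 h, 22.5 °C incubation · Also added – Eu donor and XL665 acceptor anti-tag antibodies · Measure – percent inhibition of core106 dimerization signal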
PREPL inhibitor: inhibitors of human prolyl oligopeptidase-like enzyme PREPL | Q4J6C6 | recombinant PREPL, fluorescence polarization activity-based probe | inhibition, % at 5.96 µM | 0.68% of 320,000 active; in the data active = inhibition above about 43%;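 note: 0% = enzyme with DMSO and 100% = wells lacking enzyme; many of its hits are not listed in these tables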
Target sequence (Q4J6C6 whole entry, looked up): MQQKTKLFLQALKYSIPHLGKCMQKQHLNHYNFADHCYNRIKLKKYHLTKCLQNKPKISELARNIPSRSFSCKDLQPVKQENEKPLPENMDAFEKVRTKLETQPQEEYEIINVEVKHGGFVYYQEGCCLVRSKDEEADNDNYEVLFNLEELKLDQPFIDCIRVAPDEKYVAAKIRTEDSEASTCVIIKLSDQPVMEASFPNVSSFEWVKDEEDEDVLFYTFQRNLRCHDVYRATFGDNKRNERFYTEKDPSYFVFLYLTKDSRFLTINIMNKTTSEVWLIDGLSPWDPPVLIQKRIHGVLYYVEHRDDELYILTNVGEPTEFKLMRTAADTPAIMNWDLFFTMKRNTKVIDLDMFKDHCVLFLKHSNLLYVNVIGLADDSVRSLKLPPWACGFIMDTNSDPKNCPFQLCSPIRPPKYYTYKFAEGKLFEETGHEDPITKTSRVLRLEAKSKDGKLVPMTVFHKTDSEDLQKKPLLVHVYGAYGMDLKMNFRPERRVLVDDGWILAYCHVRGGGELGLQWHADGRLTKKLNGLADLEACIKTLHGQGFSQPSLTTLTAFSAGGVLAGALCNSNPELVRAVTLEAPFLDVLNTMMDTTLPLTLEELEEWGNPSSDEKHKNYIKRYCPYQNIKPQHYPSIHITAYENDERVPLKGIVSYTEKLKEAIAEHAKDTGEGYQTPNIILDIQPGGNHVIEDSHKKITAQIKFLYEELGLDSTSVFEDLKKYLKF
ZTA counter: ZTA (EBV) inhibition in EBNA-1 counter-screen. ZTA-DNA binding, fluorescence polarization. inhibition, % at 11 µM. 0.15% of 320,000 active. AID 2234; in the data active = inhibition above about 33%
Target sequence (P03206 whole entry, looked up): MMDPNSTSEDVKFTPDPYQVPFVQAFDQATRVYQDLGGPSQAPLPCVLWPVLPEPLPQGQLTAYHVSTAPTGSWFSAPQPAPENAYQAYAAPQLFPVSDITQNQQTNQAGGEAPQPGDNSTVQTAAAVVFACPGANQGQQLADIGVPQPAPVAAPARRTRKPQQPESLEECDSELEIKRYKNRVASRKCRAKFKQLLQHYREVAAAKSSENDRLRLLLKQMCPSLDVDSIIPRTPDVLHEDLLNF
CTSL1 counter: cathepsin L1 inhibition, PFM18AAP counter-screen; recombinant F. hepatica cathepsin L1, Z-Leu-Arg-MCA fluorescence; inhibition, % at 5.96 µM; 0.49% of 300,000 active;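 active = inhibition above the mean of all tested compounds plus 3 SD, set per screening campaign, cut at about 17% in these data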;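 note: 0% = plate median of test compound wells and 100% = 1 µM Z-Phe-Ala-diazomethylketone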
EBNA-1 inh: blocks EBNA-1 binding to DNA; inhibition, % at 14.8 µM; 0.34% of 300,000 active; AID 1950; EBNA-1 DNA binding, fluorescence polarization; in the data active = inhibition above about 28%
PP5 inh: PP5 (human) phosphatase inhibition | inhibition, % at 6.7 µM | purified PP5c, OMFP substrate fluorescence | 0.18% of 320,000 active | AID 1987 | P53041;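 active = inhibition above the campaign's mean inhibition across all tested compounds plus 3 SD, cut at about 9.5% in these data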;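 note: 0% = DMSO only and 100% = 100 µM cantharidin control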
PP1 counter: counter-screen for PP5 inhibitors: inhibitors of human PP1-alpha; 0.9% of 320,000 active; inhibition, % at 6.7 µM; AID 2235; P62136; purified PP1alpha, OMFP fluorescence;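 active = inhibition above the mean inhibition of all tested compounds plus 3 SD, computed separately for each screening campaign, cut at about 15% in these data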
Starred values were filed as active, the others as inactive. This is a subset; rates above refer to the full screens.

SMILES	Efflux pump mplx	TPT1 inhibitor	core dimer inh	PREPL inhibitor	ZTA counter	CTSL1 counter	EBNA-1 inh	PP5 inh	PP1 counter
C=CCOc1ccc(/C=C/C(=O)OCC(=O)NCCC2=CCCCC2)cc1	-0.2	-2.1	4.0	-1.1	-3.4	-2.5	-1.9	3.6	2.6
CC(=O)Nc1ccc2nc(NC(=O)c3ccc([N+](=O)[O-])o3)sc2c1	0.2	1.4	2.7	8.9	-7.7	7.9	1.3	4.3	2.3
CCC1(c2ccc(F)cc2)NC(=O)N(CC(=O)Nc2ccc(S(N)(=O)=O)cc2)C1=O (stereo not given)	0.2	3.1	-1.3	-14.2	-7.7	0.3	-0.5	1.0	0.7
O=S(=O)(NCC1CCCO1)c1ccc(-c2ccc(S(=O)(=O)NCC3CCCO3)cc2)cc1 (stereo not given)	0.0	-0.5	5.0	-8.0	11.5	-6.0	-2.9	0.5	-3.6
CC(=O)c1cc(C#N)c(N2CCCC2)nc1C	0.0	0.4	0.8	13.3	-4.5	0.3	-22.4	2.4	-3.2
Cc1nnc(SCC2=C(C(=O)O)N3C(=O)C(NC(=O)Cn4ncc(Cl)c4C)C3SC2)s1 (stereo not given)	-0.1	-0.6	1.8	-4.1	23.6	-3.5	2.8	-1.4	-5.2
O=C(C[n+]1cc(-c2ccccc2)n2c1CCCCC2)c1ccc(Cl)cc1	0.3	-1.5	-3.0	40.1	-0.4	-2.8	-1.8	1.3	-2.8
Cc1cc(C)n(CCC(=O)N/N=C/c2ccc(O)cc2)n1	-0.1	-2.5	-3.9	2.8	-12.7	2.1	-4.7	1.3	-2.0
CC1CCCC(C)N1CC(O)COc1ccc(Cl)cc1 (stereo not given)	0.0	-2.4	-1.1	9.2	6.2	-1.1	2.3	-1.1	5.0
O=C(/C=C/c1cccc([N+](=O)[O-])c1)NCCN1C(=O)S/C(=C\c2cccnc2)C1=O	-0.1	-1.5	3.6	20.2	-3.9	-1.0	9.3	1.5	6.8
COc1ccc(/C(C)=N/NC(=S)NCc2ccco2)cc1	0.0	-0.1	-4.4	-2.9	-4.5	1.1	-0.7	4.0	-0.9
O=C(COc1nnc2ccccn12)N1CCN(S(=O)(=O)c2ccccc2)CC1	0.3	2.2	6.7	12.4	2.4	0.7	-1.4	0.3	-1.4
O=C(COC(=O)Cc1c(F)cccc1Cl)NC(=O)c1ccccc1	-0.1	-3.5	1.0	3.6	-3.3	-10.4	4.4	-0.5	-0.6
CC(C)Cc1nc2n[nH]c(N)c2c2c1CCC2	0.0	-0.8	-1.9	4.7	13.5	4.0	5.6	1.5	-0.6
Clc1ccc(OCCn2ccnc2)c(Br)c1	0.2	3.9	0.3	-10.4	0.6	-4.6	-2.7	-1.8	-3.2
O=C(Nc1ccccc1)NC1CCCCC1	-0.1	-2.1	-1.0	4.5	-9.7	-3.5	-2.2	4.7	-6.6
COc1ccc(CCNC(=O)CSc2nc3c(c(=O)n(C)c(=O)n3C)n2C(C)C)cc1OC	0.1	-2.6	-8.5	5.2	-4.4	-3.5	-12.6	-5.0	3.9
CC(C)OC(=O)Nc1ccc2c(c1)N(C(=O)CCN(C)C)c1ccccc1CC2	0.0	1.1	6.5	1.4	-5.9	-2.1	-2.7	1.5	-2.9
Cc1ccc(NC(=O)CN(C)S(=O)(=O)c2cccs2)cc1C	0.0	2.7	2.4	-4.3	-2.6	5.2	-2.2	1.0	-1.2
COc1ccc(S(=O)(=O)N2CCC(C(=O)NCc3ccccn3)CC2)cc1Cl	-0.1	-6.7	-5.7	7.5	14.6	1.9	6.7	-3.5	-1.8
CN(C)Cc1cnc2ccc(Cl)cn12	-0.1	-2.7	2.7	-8.8	0.2	-1.3	1.5	-1.1	-3.3
O=c1[nH]nc(SCc2cc(Cl)ccc2Cl)c(=O)[nH]1	0.0	2.3	0.9	15.2	-0.5	0.4	-5.5	-0.1	-3.2
Cc1nn2c(N3CCN(C4CCCC4)CC3)cc(C(C)(C)C)nc2c1-c1ccccc1	0.1	-2.2	-3.6	16.4	-6.6	-2.3	-10.4	0.2	-0.8
Cc1ccc(S(=O)(=O)N(C)c2nc3ccccc3[nH]c2=S)cc1	-0.1	-4.4	6.6	1.3	5.6	2.5	-0.5	-2.4	-0.1
CCOc1ncccc1C(=O)OCc1c(Cl)cccc1Cl	0.2	-1.4	-7.3	-4.3	-15.1	-1.0	5.4	0.6	-0.8
COc1cccc(-c2nc(Cc3ccc(OC)c(OC)c3)no2)c1	0.1	-4.2	-5.4	3.3	1.8	0.2	3.3	-0.9	-6.1
COc1ccc(N/C(=N\c2nc(C)cc(C)n2)NC(=O)C(C)C)cc1OC	0.1	-0.8	-0.5	1.5	4.7	0.5	-1.0	1.4	0.6
COc1ccccc1-c1nnc(SCC(=O)Nc2ccc(S(N)(=O)=O)cc2)n1N	0.0	-1.0	-0.2	-2.5	11.6	2.8	0.4	0.2	0.6
COc1ccc(S(=O)(=O)N(C)CC(=O)NC2CC2)cc1	-0.1	1.7	-2.7	-4.6	-7.4	5.2	-7.2	0.9	1.4
CC(=O)c1ccc(NS(=O)(=O)c2ccc(C(C)(C)C)cc2)cc1	0.2	1.3	14.1	-19.5	6.0	2.5	12.7	0.4	0.6
CCN(CC)S(=O)(=O)c1ccc2c(c1)N(CC(=O)NCc1ccco1)C(=O)CO2	0.4	-2.0	-0.4	0.4	-9.3	1.2	-11.8	4.7	-0.1
Cc1cc(NC(=O)C2C3C(=O)N(c4cccnc4)C(C(=O)NC(C)(C)C)C34C=CC2(C)O4)no1 (stereo not given)	0.0	0.8	-5.9	3.7	-14.4	-1.7	-12.7	0.2	0.9
C=CCN1C(=O)/C(=C\c2cccc(OC(=O)c3ccco3)c2)SC1=S	-0.1	2.5	3.5	-8.5	5.8	-19.1	6.0	2.6	1.9
CSC1=NCCN1C(=O)c1c(F)cccc1F	0.1	-2.4	-2.2	-6.4	-4.9	1.1	4.9	0.2	-2.4
Cc1ccc(OCCOc2ccc(Cl)cc2Cl)c([N+](=O)[O-])n1	0.0	-1.3	7.8	8.3	5.0	-2.7	-3.2	2.4	-3.9
COc1ccccc1N1CCN(C(=O)Cn2nnc(-c3cccs3)n2)CC1	0.0	0.8	-4.7	14.3	-14.4	4.4	-7.5	1.9	-0.9
COC(=O)C(C)Sc1nc2c([nH]c3ccccc32)c(=O)n1C (stereo not given)	-0.2	0.8	2.9	-1.9	14.2	-0.8	5.7	-0.5	-3.6
COc1ccc(-c2csc(N(Cc3ccco3)C(=O)c3cccs3)n2)cc1	-0.1	5.6	10.2	-6.6	5.7	4.2	12.1	-0.6	2.6
CCOc1cc(C(N)=O)cc(Cl)c1OCC	-0.1	-0.5	-1.4	1.8	-6.1	-4.1	-12.1	-1.4	-2.9
O=C(NCCCl)Nc1ccc(Cl)c([N+](=O)[O-])c1	0.0	-4.5	-5.9	16.6	-20.1	1.1	-6.2	4.1	-2.2
CC(=O)Oc1ccc(C(=O)Nc2ccc3c(c2)C(=O)N(CCC(=O)O)C3=O)cc1	-1.8	-1.2	3.4	1.7	6.4	-5.2	2.3	0.7	0.4
CCOC(=O)N1CCC(N2C(=O)c3ccccc3C2Nc2ccc(S(=O)(=O)N(CC)CC)cc2)CC1 (stereo not given)	-0.1	-3.2	6.6	2.6	1.0	-2.8	-3.9	1.1	2.1
Cc1nnc(NC(=O)CSc2nnc(CC(=O)Nc3ccccc3C)n2C)s1	0.0	0.6	-6.3	9.2	-2.1	1.6	-14.3	0.0	-2.8
COc1ccc2ccccc2c1/C=N/NC(=O)c1cccc([N+](=O)[O-])c1	-0.1	-5.1	-1.6	0.7	-33.3	2.4	-1.5	0.1	1.9
COCc1nc(-c2ccc(-c3ccc(OC)cc3)nc2OC)no1	0.4	3.1	1.6	-2.9	-13.4	1.6	-16.9	3.4	-0.4

Three entries from above, as a markdown table:
| Structure | Efflux pump mplx | TPT1 inhibitor | core dimer inh | PREPL inhibitor | ZTA counter | CTSL1 counter | EBNA-1 inh | PP5 inh | PP1 counter |
| --- | --- | --- | --- | --- | --- | --- | --- | --- | --- |
| Cc1cc(NC(=O)C2C3C(=O)N(c4cccnc4)C(C(=O)NC(C)(C)C)C34C=CC2(C)O4)no1 (stereo not given) | 0.0 | 0.8 | -5.9 | 3.7 | -14.4 | -1.7 | -12.7 | 0.2 | 0.9 |
| C=CCN1C(=O)/C(=C\c2cccc(OC(=O)c3ccco3)c2)SC1=S | -0.1 | 2.5 | 3.5 | -8.5 | 5.8 | -19.1 | 6.0 | 2.6 | 1.9 |
| CSC1=NCCN1C(=O)c1c(F)cccc1F | 0.1 | -2.4 | -2.2 | -6.4 | -4.9 | 1.1 | 4.9 | 0.2 | -2.4 |

Further entries.
SMILES	Efflux pump mplx	TPT1 inhibitor	core dimer inh	PREPL inhibitor	ZTA counter	CTSL1 counter	EBNA-1 inh	PP5 inh	PP1 counter
Cc1cccc(C)c1OCC(=O)N1CCc2ccccc2C1	0.0	-0.8	15.2	13.4	6.0	3.6	11.6	1.0	-0.5
CCn1cc(C(=O)NCC(OC)OC)c(=O)c2cc(S(=O)(=O)N3CCCC3)ccc21	0.0	1.8	3.7	2.8	-0.5	-3.0	6.2	-1.3	-1.9
CCOC(=O)c1c(-c2ccc(C)o2)csc1NC(=O)CN(C)CC(=O)Nc1ccc(C)cc1	0.4	2.3	6.8	-0.3	2.6	0.8	5.3	0.6	1.6
Cc1onc(-c2ccccc2)c1C(=O)OCC(=O)N(CC(C)C)c1c(N)n(Cc2ccccc2)c(=O)[nH]c1=O	0.0	-2.3	4.0	1.3	-2.1	-0.4	0.2	0.4	-6.5
O=C(/C=C/c1ccc(S(=O)(=O)N2CCOCC2)cc1)N(CCO)Cc1ccccc1	0.0	0.2	-0.3	-17.8	-11.2	-1.1	-0.5	-0.3	2.0
O=C(CCC1CC(=O)Nc2ccccc21)NCc1ccc(F)cc1 (stereo not given)	0.1	0.7	-1.6	10.9	-12.0	-3.3	-8.7	3.6	-6.3
CC1(C)CC(NC(=O)c2cc(S(=O)(=O)N3CCOCC3)c(Cl)cc2Cl)CC(C)(C)N1	-0.1	-0.9	-6.2	11.6	5.0	2.2	-6.5	2.6	-6.8
CCN1CCN(Cc2c(O)ccc3c2O/C(=C\C=C\c2ccccc2)C3=O)CC1	0.2	19.8	5.2	13.0	-0.9	2.9	-9.7	2.0	5.8
Cc1cccn2c(=O)c(/C=C(\C#N)C(=O)NC3CCS(=O)(=O)C3)c(N3CCC(C(N)=O)CC3)nc12 (stereo not given)	0.3	-2.1	-9.2	7.2	-0.3	9.5	5.4	4.5	-0.6
CCCC(c1nnnn1CCc1ccccc1)N1CCC(C(N)=O)CC1 (stereo not given)	0.0	0.7	2.8	-2.5	-10.5	2.6	-2.1	-0.4	0.9
COc1ccc(NC(=O)N2CCCC2C(=O)NCc2ccccc2Cl)cc1 (stereo not given)	0.1	1.1	-0.6	10.1	-11.6	4.8	-10.2	0.5	-0.5
CCOC(=O)C1C2C=CC3(CN(Cc4ccco4)C(=O)C13)O2 (stereo not given)	0.0	-5.0	-2.9	1.1	-9.2	-0.2	-1.1	0.5	2.6
Nc1c(Br)c(=O)[nH]c(=O)n1-c1ccccc1	0.0	-2.6	-0.7	0.0	-0.9	1.2	-0.2	1.5	-0.6
C=C(C)CNC(=S)N/N=C(\C)c1ccc(Cl)s1	-0.2	0.8	2.9	-4.5	0.1	2.5	8.1	1.4	1.5
Cc1ccc(S(=O)(=O)N2CCN(C(=O)c3ccccc3OCc3c(C)noc3C)CC2)cc1C	-0.2	-0.6	1.8	20.3	-11.8	1.0	-1.5	-0.2	-3.7
COc1ccc(NC(=O)N[C@@H](Cc2ccccc2)C(=O)NN)cc1	-0.2	-4.7	-2.1	29.4	-29.8	7.4	-5.9	3.7	-0.4

Compound activity (PubChem)
